TEAD-YAP block: TEAD-YAP interaction inhibition | HEK-TIYL cells, TEAD-Gal4/YAP UAS-luciferase luminescence | inhibition, % at 9.12 µM | 1.4% of 640,000 active; in the data active = inhibition above about 32%;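 note: 0% = median of test compound wells and 100% = reference inhibitor wells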
GPR151 activ: human GPR151 activation | 1% of 650,000 active | activation, % at 11.2 µM | PathHunter beta-arrestin GPR151 cells, luminescence; in the data active = activation above about 4.9%;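 note: 0% = median of compound wells and 100% = cells with positive control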
Target sequence (Q8TDV0 whole entry, looked up): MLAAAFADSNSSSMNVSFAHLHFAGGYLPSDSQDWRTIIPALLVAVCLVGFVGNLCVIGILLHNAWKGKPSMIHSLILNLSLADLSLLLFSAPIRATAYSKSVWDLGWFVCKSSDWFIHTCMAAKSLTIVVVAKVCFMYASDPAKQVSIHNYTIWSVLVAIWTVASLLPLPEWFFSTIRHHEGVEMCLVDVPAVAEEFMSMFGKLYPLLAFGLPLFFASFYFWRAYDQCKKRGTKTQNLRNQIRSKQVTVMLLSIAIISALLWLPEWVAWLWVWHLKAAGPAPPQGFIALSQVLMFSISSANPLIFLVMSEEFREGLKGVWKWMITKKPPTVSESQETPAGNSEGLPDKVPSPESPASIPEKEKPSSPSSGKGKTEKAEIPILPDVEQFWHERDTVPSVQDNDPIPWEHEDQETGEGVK
MITF inh: human MITF inhibition, primary screen; AlphaScreen MITF homodimerization, bead proximity signal; O75030; inhibition, % at 2.6 µM; 0.91% of 650,000 active; AID 1259374; in the data active = inhibition above about 50%;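 note: 0% = vehicle wells with protein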
Target sequence (O75030 whole entry, looked up): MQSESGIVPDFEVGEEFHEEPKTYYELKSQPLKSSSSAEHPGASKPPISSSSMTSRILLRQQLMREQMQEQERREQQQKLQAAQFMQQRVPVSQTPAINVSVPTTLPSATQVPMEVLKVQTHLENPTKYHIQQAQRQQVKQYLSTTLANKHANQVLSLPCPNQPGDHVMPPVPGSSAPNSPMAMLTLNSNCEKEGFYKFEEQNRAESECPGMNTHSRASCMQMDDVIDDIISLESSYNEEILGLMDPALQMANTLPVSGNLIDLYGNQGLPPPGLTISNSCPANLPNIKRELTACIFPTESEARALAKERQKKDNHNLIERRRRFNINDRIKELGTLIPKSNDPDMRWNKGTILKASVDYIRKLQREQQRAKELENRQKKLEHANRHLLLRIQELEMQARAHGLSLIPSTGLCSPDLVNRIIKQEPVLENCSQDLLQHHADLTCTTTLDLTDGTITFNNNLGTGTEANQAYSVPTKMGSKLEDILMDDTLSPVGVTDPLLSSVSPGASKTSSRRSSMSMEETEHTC
FBW7 activator: activators of human E3 ligase FBW7. 0.13% of 650,000 active. AlphaScreen FBW7–phospho-cyclin E peptide binding, activator screen. normalized activity (activation), % at 26.1 µM. Q969H0. AID 1259310; in the data active = normalized activity above about 1.9%;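 note: purified mutant Fbw7 with reduced substrate affinity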
* hit, by the source's call; / = no result given.

Start of the data: the first 23 compounds (preview)
Molecule | TEAD-YAP block | GPR151 activ | MITF inh | FBW7 activator
O=C(Oc1coc(CSc2ncccn2)cc1=O)c1ccc(C(F)(F)F)cc1 | -5 | -0.2 | 17 | 0.4
COc1ccc(C2C(C(C)=O)=C(C)Nc3ncnn32)c(OC)c1OC (stereo unspecified) | -13 | -0.8 | -5 | -0.1
N#CC1=C(SCC(=O)Nc2ccccc2Cl)NC(=O)CC1c1ccc(F)cc1 (stereo unspecified) | 6 | -0.2 | 3 | -0.1
CN(CCC1CCCCO1)C(=O)CCc1nnc(C2CCCCC2)o1 (stereo unspecified) | -22 | -0.6 | 5 | 0.1
CC(CCc1ccccc1)NC(=O)c1ccncc1 (stereo unspecified) | -1 | 2.5 | 3 | 0.1
CCC(=O)Nc1sc(C)c(C)c1C#N | 2 | -0.8 | 15 | 0.0
CCOc1ccccc1C(=O)n1nc(C)cc1C | 4 | -0.7 | -3 | -0.2
COc1cccc(CNC(=O)CCC2CCCN(C(=O)c3sccc3C)C2)c1 (stereo unspecified) | -12 | 0.7 | 5 | 0.2
O=C(NCCO)c1ccc(-c2[nH]nc3nc(-c4cnn(Cc5ccccc5)c4)ccc23)cc1 | 4 | -3.7 | -12 | 0.1
O=C(O)Cc1ccc(NC(=O)Cc2ccc(Cl)cc2)cc1 | 6 | -0.6 | 5 | -0.2
CCOc1ccccc1/C=C1\SC(=O)N(CC)C1=O | -4 | 0.2 | 2 | 0.2
CC1(C2CCN(Cc3cn(-c4ccccc4)nc3-c3ccccc3)CC2)NC(=O)NC1=O (stereo unspecified) | 3 | 0.1 | 6 | 0.0
COc1ccc(Cl)cc1C(=O)NC(=S)Nc1ccc(S(=O)(=O)NC(C)=O)cc1 | -1 | -0.5 | 7 | 0.0
COc1ccc(C(=O)OCc2cc([N+](=O)[O-])ccc2Cl)cc1 | -5 | -1.3 | 4 | -0.1
O=C(Nc1ccc(N2CCCCC2)cc1)c1ncn[nH]1 | 82* | -7.2 | 50 | -0.9
CC(=O)Nc1ccc(Nc2ccnc(Nc3ccc(N4CCOCC4)cc3)n2)cc1 | 2 | -0.1 | 5 | -0.2
CCOc1ccccc1NC(=O)C1=C(C)NC(=O)NC1c1ccc(Cl)c([N+](=O)[O-])c1 (stereo unspecified) | 11 | -0.7 | -5 | 0.1
Cc1cc(C(=O)COC(=O)c2ccc3c(c2)OCO3)c(C)n1Cc1cccs1 | -14 | 0.7 | 5 | -0.1
CN(c1ccccc1)S(=O)(=O)c1ccc(C(=O)Oc2ccc(/C=C(\C#N)c3nc4ccccc4s3)cc2)cc1 | -48 | -1.9 | -7 | 0.1
O=C(CN(C(=O)c1csnn1)c1ccc(F)cc1)NCc1ccc(F)cc1 | -5 | 4.9 | -1 | -0.1
CC(Oc1ccccc1)C(=O)Nc1sc2c(c1C#N)CCCC2 (stereo unspecified) | -5 | 0.5 | 4 | 0.6
CC(=O)c1ccc(-c2cnc3ccc(NCc4ccncc4)nn23)s1 | 3 | 0.4 | 15 | -0.1
CCCN(CCC)S(=O)(=O)c1ccc(C(=O)Nc2nc(-c3ccccc3OC)cs2)cc1 | -2 | -0.2 | -5 | 0.1

The listing, from the first entry:
Molecule | TEAD-YAP block | GPR151 activ | MITF inh | FBW7 activator
O=C(Oc1coc(CSc2ncccn2)cc1=O)c1ccc(C(F)(F)F)cc1 | -5 | -0.2 | 17 | 0.4
COc1ccc(C2C(C(C)=O)=C(C)Nc3ncnn32)c(OC)c1OC (stereo unspecified) | -13 | -0.8 | -5 | -0.1
N#CC1=C(SCC(=O)Nc2ccccc2Cl)NC(=O)CC1c1ccc(F)cc1 (stereo unspecified) | 6 | -0.2 | 3 | -0.1
CN(CCC1CCCCO1)C(=O)CCc1nnc(C2CCCCC2)o1 (stereo unspecified) | -22 | -0.6 | 5 | 0.1
CC(CCc1ccccc1)NC(=O)c1ccncc1 (stereo unspecified) | -1 | 2.5 | 3 | 0.1
CCC(=O)Nc1sc(C)c(C)c1C#N | 2 | -0.8 | 15 | 0.0
CCOc1ccccc1C(=O)n1nc(C)cc1C | 4 | -0.7 | -3 | -0.2
COc1cccc(CNC(=O)CCC2CCCN(C(=O)c3sccc3C)C2)c1 (stereo unspecified) | -12 | 0.7 | 5 | 0.2
O=C(NCCO)c1ccc(-c2[nH]nc3nc(-c4cnn(Cc5ccccc5)c4)ccc23)cc1 | 4 | -3.7 | -12 | 0.1
O=C(O)Cc1ccc(NC(=O)Cc2ccc(Cl)cc2)cc1 | 6 | -0.6 | 5 | -0.2
CCOc1ccccc1/C=C1\SC(=O)N(CC)C1=O | -4 | 0.2 | 2 | 0.2
CC1(C2CCN(Cc3cn(-c4ccccc4)nc3-c3ccccc3)CC2)NC(=O)NC1=O (stereo unspecified) | 3 | 0.1 | 6 | 0.0
COc1ccc(Cl)cc1C(=O)NC(=S)Nc1ccc(S(=O)(=O)NC(C)=O)cc1 | -1 | -0.5 | 7 | 0.0
COc1ccc(C(=O)OCc2cc([N+](=O)[O-])ccc2Cl)cc1 | -5 | -1.3 | 4 | -0.1
O=C(Nc1ccc(N2CCCCC2)cc1)c1ncn[nH]1 | 82* | -7.2 | 50 | -0.9
CC(=O)Nc1ccc(Nc2ccnc(Nc3ccc(N4CCOCC4)cc3)n2)cc1 | 2 | -0.1 | 5 | -0.2
CCOc1ccccc1NC(=O)C1=C(C)NC(=O)NC1c1ccc(Cl)c([N+](=O)[O-])c1 (stereo unspecified) | 11 | -0.7 | -5 | 0.1
Cc1cc(C(=O)COC(=O)c2ccc3c(c2)OCO3)c(C)n1Cc1cccs1 | -14 | 0.7 | 5 | -0.1
CN(c1ccccc1)S(=O)(=O)c1ccc(C(=O)Oc2ccc(/C=C(\C#N)c3nc4ccccc4s3)cc2)cc1 | -48 | -1.9 | -7 | 0.1
O=C(CN(C(=O)c1csnn1)c1ccc(F)cc1)NCc1ccc(F)cc1 | -5 | 4.9 | -1 | -0.1
CC(Oc1ccccc1)C(=O)Nc1sc2c(c1C#N)CCCC2 (stereo unspecified) | -5 | 0.5 | 4 | 0.6
CC(=O)c1ccc(-c2cnc3ccc(NCc4ccncc4)nn23)s1 | 3 | 0.4 | 15 | -0.1
CCCN(CCC)S(=O)(=O)c1ccc(C(=O)Nc2nc(-c3ccccc3OC)cs2)cc1 | -2 | -0.2 | -5 | 0.1
O=C(c1cc(-c2ccc(F)cc2)n[nH]1)N1CCN(Cc2csc(-c3ccccc3)n2)CC1 | 23 | 0.0 | 8 | 0.7
COc1ccc2c(c1)CC(C(=O)Nc1ccc(-c3ccncc3)cc1OC(C)CN(C)C)CO2 (stereo unspecified) | 0 | -0.6 | -7 | -0.7
Cc1cc(NC(=O)c2ccco2)ccc1-c1cc2ccccc2oc1=O | 1 | 0.0 | -17 | -0.1
C=CCn1c(COc2cccc3ccccc23)n[nH]c1=S | 1 | 0.6 | 8 | -0.1
CC(=O)Oc1c(C)ncc2c1COC(C)(C)OC2 | -20 | -1.4 | -4 | 0.1
COCCNC(=O)CCc1c(C)nc2c(c(C)nn2C)c1C | 5 | 2.6 | 12 | 0.2
CNC(c1cccc([N+](=O)[O-])c1)c1nnnn1-c1cccc(Cl)c1 (stereo unspecified) | 2 | -1.7 | -7 | -0.1
Cc1ccc(CCNS(=O)(=O)c2cc3[nH]c(=O)c(=O)[nH]c3cc2C)cc1 | 4 | 0.7 | 3 | 0.0
O=c1n(CN2CCCCCC2)nc2c3ccccc3ncn12 | -1 | -0.2 | 2 | -0.1
COC(=O)c1cn(NC(=O)c2ccccn2)c(=O)c2ccccc12 | 62* | -1.2 | 100* | -0.1
NC(Cc1ccc(Cl)cc1)C(=O)Nc1ccc(-c2cn[nH]c2)cc1 (stereo unspecified) | 10 | -0.7 | 13 | 0.1
CCOC(=O)CC(=O)CSc1nc2sc(C(=O)OCC)c(C)c2c(=O)n1CCC1=CCCCC1 | 1 | -1.3 | -13 | -0.1
Cc1cc(C)cc(NC(=O)Cn2cccc2)c1 | -8 | -0.9 | 8 | -0.3
COc1ccccc1S(=O)(=O)Cc1ccc(C(=O)NCCN(C)C)o1 | 7 | 0.0 | 1 | 0.0
O=Cc1ccc(OCc2ccc(C(=O)O)cc2)cc1 | -23 | -4.5 | -20 | -0.1
CC1CCCN(S(=O)(=O)c2ccc(C(=O)O)cc2)C1 (stereo unspecified) | -3 | 1.1 | 7 | 0.0
CCOC(=O)c1cc2sc(C)cc2n1C | 0 | -0.2 | 3 | -0.3
CCN(CC)CCn1c(=S)[nH]c2cc(C(=O)NC(C)C)ccc2c1=O | 6 | -1.8 | -1 | 0.0
O=C(/C=C/Nc1ccc([N+](=O)[O-])cc1)C(F)(F)F | 0 | -1.9 | 11 | 0.1
CCOC(=O)c1sc(NC(=O)c2nc3ccccc3s2)cc1C | -41 | 0.3 | -2 | 0.0
O=C(Nc1ccc2nc3n(c(=O)c2c1)CCCCC3)C(=O)N1CCCc2ccccc21 | 0 | 0.9 | 3 | -0.1
CN(C)S(=O)(=O)c1ccc(NC(=O)COc2ccc(Cl)cc2Br)cc1 | 0 | -1.2 | -2 | 0.1
O=C(O)CCC(=O)NNc1nc2ccccc2nc1-c1ccccc1 | 1 | -1.0 | -8 | -0.1
COc1ccc(N2C(=O)C(=O)/C(=C(\O)c3ccc(Cl)cc3)C2c2ccc(N(C)C)cc2)cc1 (stereo unspecified) | 5 | -2.4 | 0 | -0.1
COc1ccc(-n2c(=S)[nH]c3cc(C(=O)Nc4ccc(C)c(Cl)c4)ccc3c2=O)cc1 | 4 | 1.4 | 2 | 0.0
Cc1nnc(C2CCCN(S(=O)(=O)N(C)C)C2)s1 (stereo unspecified) | -8 | -0.7 | -8 | 0.0
Oc1[nH]c2ccccc2c1C=Nc1ccc2c(c1)OCO2 | -84 | -1.7 | -10 | 0.0
COCCn1c(SC(C(C)=O)C(=O)N(C)C)nnc1-c1c[nH]c2ccccc12 (stereo unspecified) | -9 | -0.5 | 3 | 0.2
N#C/C(=C\c1cn(CC(=O)NCC2CCCO2)c2ccccc12)C(=O)NC1CCCCCC1 (stereo unspecified) | 0 | 0.1 | 3 | 0.0
COc1ccc2c(c1)O/C(=C\c1cccc(OS(C)(=O)=O)c1)C2=O | 3 | 3.5 | 8 | 0.5
CCN(CC)c1ncnc2sc(C(=O)NCc3ccc(F)cc3)c(C)c12 | -10 | 0.6 | -21 | 0.0
COc1ccc(N(C(=O)c2ccccc2)S(=O)(=O)c2ccc(Cl)cc2)cc1 | 21 | 0.9 | 4 | 0.3
CC(=O)c1cccc(-c2cccc(C(=O)NCCc3ccc(O)cc3)n2)c1 | 13 | 0.5 | 4 | 0.1

(further entries)
Molecule | TEAD-YAP block | GPR151 activ | MITF inh | FBW7 activator
CC(C)NC(=S)NNC(=O)c1ccc(NC(=S)NC(C)C)cc1 | -3 | 1.7 | -2 | 0.1
COc1cc(OC)c2cc(-c3ccncc3)cnc2c1 | / | 1.4 | 2 | -0.1
CCOC(=O)c1ccc(CN(Cc2ccc(C)cc2)S(=O)(=O)c2ccc(F)c(C(=O)Nc3ccc(C)c(F)c3)c2)cc1 | -1 | -0.1 | -2 | 0.0
Cn1c(=O)c2c(nc(NCc3ccc4c(c3)OCO4)n2Cc2ccc(F)cc2)n(C)c1=O | 9 | 0.1 | 15 | 0.1
O=C(CN1C(=O)C2C3C=CC(C3)C2C1=O)Nc1ccc(OC(F)(F)F)cc1 (stereo unspecified) | 8 | -0.3 | 18 | 0.0
Cc1ccc(Cl)cc1NC(=O)N[C@H]1C[C@H]2C(=O)N[C@@H](CCCCN)C(=O)N2C1 | -5 | 0.3 | 6 | -0.3
COC(=O)CN1C=C(C(=O)OC)C(c2cccc(Cl)c2)C(C(=O)OC)=C1 | 9 | 0.4 | -6 | 0.0
COc1cc(CNC(=O)C2CCCN(c3nc4ccccc4n3C)C2)cc(OC)c1OC (stereo unspecified) | 1 | -0.3 | -5 | -0.1
Cc1c2cnn(-c3ccccc3)c(=O)c2c(C)n1C(C)C(=O)Nc1ccccc1F (stereo unspecified) | 7 | 0.7 | 0 | -0.2
CCOc1ccc(C(=O)NC(=S)Nc2ccc(C(=O)O)cc2)cc1[N+](=O)[O-] | 4 | -0.7 | 23 | 0.2
Cc1ccc(-c2nc(C#N)c(NCCCN3CCCC3=O)o2)cc1 | -63 | 2.0 | 14 | 0.0
O=C(Cc1ccccc1)NC1CCS(=O)(=O)C1 (stereo unspecified) | 5 | -0.6 | 13 | 0.1
COc1ccc(NC(=O)CCN2C(=O)C3C4C=CC(C4)C3C2=O)cc1 (stereo unspecified) | -7 | -0.2 | 10 | 0.1
COc1ccccc1C1CC(c2ccc(Br)cc2)=NN1S(C)(=O)=O (stereo unspecified) | 4 | -0.2 | -2 | -0.1
COc1cc(OC)c(NC(=O)Cn2nnc(C(=O)O)c2C(=O)O)cc1Cl | -7 | 0.4 | 9 | 0.0
Cc1ccc(C)c(OCC(=O)NC23CC4CC(CC(C4)C2)C3)c1 | 0 | -0.8 | -8 | 0.0
Cc1ccc(NC(=O)Cc2nnc(N)s2)cc1 | 0 | 3.6 | -10 | 0.0
COc1ccc(NC2=CC(c3cccc4ccccc34)N(c3ccc(OC)cc3)C2=O)cc1 (stereo unspecified) | -1 | -0.1 | 2 | -0.3
COc1ccc(C2C(C(N)=O)=C(C)Nc3nc(-c4cccc(Cl)c4)nn32)c(OC)c1 (stereo unspecified) | 7 | 1.4 | 10 | 0.1
CC1CCN(C(=O)CCCN(C)S(=O)(=O)c2ccc3c(c2)C(=O)c2ccccc2C3=O)CC1 | -3 | 2.6 | 4 | -0.2
CCOc1ccc(C2C(C#N)=C(SCC(N)=O)NC(C)=C2C(=O)Nc2ccccc2)cc1 (stereo unspecified) | -15 | 1.0 | -1 | 0.0

Screening data (PubChem)
